V-ATPase pH – alters yeast V-ATPase proton transport | AID 504577 | response, % at 10 µM | 0.37% of 350,000 active | S. cerevisiae, pHLuorin cytosolic pH fluorescence; in the data active = response mostly above about 7.3%, no sharp cut-off; inactive = mostly below about 5.4%; note: actives read high; inactives centre near 0; some compounds called inactive have numbers as strong as hits; reference of the scale not given here
Cardiac RTF inh – cardiac RTF calcium desensitization; P19429+P45379; IANBD-labeled cardiac RTF, Ca2+ fluorescence; inhibition, % at 7.15 µM; 0.12% of 340,000 active;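 active = inhibition above the mean inhibition of all tested compounds plus 3 SD, cut at about 17% in these data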;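 note: assay run at fixed EC70 calcium of 1.6 mM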
Keap1-Nrf2 PPI – Keap1-Nrf2 (human) interaction inhibition; Q14145; Keap1 Kelch-Nrf2 peptide fluorescence polarization, 1536-well; inhibition, % at 9.4 µM; 0.15% of 340,000 active; in the data active = inhibition above about 12%;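 note: human Keap1 Kelch domain with fluorescein labeled Nrf2 9mer peptide probe; 0% = neutral control wells and 100% = peptide positive control; higher means more block of Keap1 binding to Nrf2 peptide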
HTR5A inv ag – counter-screen for OPRM1-OPRD1 inverse agonists: human HTR5A inverse agonism; HTR5A cell line, luminescence; P47898; 0.083% of 340,000 active; inhibition, % at 9.3 µM; AID 504634; in the data active = inhibition mostly above about 23%, no sharp cut-off; inactive = mostly below about 18%;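 note: 0% = cells with DMSO and 100% = no-cell wells with DMSO; some compounds called inactive have numbers as strong as hits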
LANA DNA inh – KSHV C-LANA DNA binding inhibition; MBP-C-LANA/FAM-LBS DNA binding, fluorescence polarization; inhibition, % at 9 µM; 0.078% of 340,000 active;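 active = highest replicate inhibition at or above 60% at 9 µM, even if other replicates fall short; inactive = all replicates below 60% inhibition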;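 note: 0% = neutral control wells and 100% = 4 µM acridine orange control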
MOR-DOR inv ag – mu-delta opioid heterodimer inverse agonism; cell-based MOR-DOR heterodimer luminescence; inhibition, % at 9.3 µM; 0.21% of 340,000 active; P35372+P41143; AID 504357; in the data active = inhibition above about 22%, passing the limit was not always enough;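 note: 0% = cells with DMSO and 100% = wells without cells with DMSO; values of inactives mirror those of a sister screen read the other way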
Target sequence (P35372 whole entry, looked up): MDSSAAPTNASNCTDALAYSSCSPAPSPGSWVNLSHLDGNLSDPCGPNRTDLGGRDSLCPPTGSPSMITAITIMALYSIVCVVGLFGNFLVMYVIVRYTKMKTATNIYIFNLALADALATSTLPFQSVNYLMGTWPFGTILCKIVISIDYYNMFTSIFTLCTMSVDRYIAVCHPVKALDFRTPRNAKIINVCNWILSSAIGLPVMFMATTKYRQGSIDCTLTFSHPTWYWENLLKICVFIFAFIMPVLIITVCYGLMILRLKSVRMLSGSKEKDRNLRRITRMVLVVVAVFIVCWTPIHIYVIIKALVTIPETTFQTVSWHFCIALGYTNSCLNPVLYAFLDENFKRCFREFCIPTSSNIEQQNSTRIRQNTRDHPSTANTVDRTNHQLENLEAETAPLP
Target sequence (P41143 whole entry, looked up): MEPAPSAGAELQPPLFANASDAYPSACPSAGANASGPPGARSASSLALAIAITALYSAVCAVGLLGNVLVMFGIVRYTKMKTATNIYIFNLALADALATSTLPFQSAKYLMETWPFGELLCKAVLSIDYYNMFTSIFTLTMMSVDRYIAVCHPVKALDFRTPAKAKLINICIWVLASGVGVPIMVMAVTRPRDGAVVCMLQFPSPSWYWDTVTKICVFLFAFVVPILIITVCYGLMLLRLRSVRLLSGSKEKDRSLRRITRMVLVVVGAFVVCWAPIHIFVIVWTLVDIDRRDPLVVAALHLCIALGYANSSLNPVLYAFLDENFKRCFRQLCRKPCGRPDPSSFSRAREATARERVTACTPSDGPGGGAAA
HTR5A ag – HTR5A agonism, opioid heterodimer counter-screen. HTR5A agonist assay, luminescence, cell-based. P47898. AID 504692. 0.61% of 340,000 active. activation, % at 9.3 µM; in the data active = activation mostly above about 9.5%, no sharp cut-off; inactive = mostly below about 7.6%;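 note: 0% = cells with vehicle only and 100% = reference agonist; strong numbers were not always called active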
cardiac RTF act – cardiac RTF calcium sensitization. IANBD-labeled TnC RTF fluorescence at EC20 calcium; 0% EC20 calcium, 100% full calcium. activation, % at 7.2 µM. 0.24% of 340,000 active. AID 493008;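 active = activation above the mean over all tested compounds plus 3 SD, cut at about 30% in these data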;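 note: rise in fluorescence read as greater calcium sensitivity of cardiac thin filaments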
OPRM1-OPRD1 ag – OPRM1-OPRD1 heterodimerization agonism | activation, % at 9.3 µM | P35372+P41143 | cells, luminescence | AID 504326 | 0.3% of 340,000 active; in the data active = activation above about 18%;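 note: 0% = vehicle-treated cells and 100% = reference agonist; values of inactives mirror those of a sister screen read the other way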
CAL PDZ FP – CAL PDZ (human) peptide binding inhibition; inhibition, % at 24.9 µM; purified CAL PDZ, TMR-peptide fluorescence polarization, 1 h; Q9HD26; 0.92% of 300,000 active; AID 602252;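 active = mean inhibition of at least 30% with at least half of replicates also reaching 30%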;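 note: 0% = DMSO neutral control and 100% = excess unlabeled competitor peptide PRC23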
The depositor's hits bear a star; x = not tested or not shown; + = active, no number.

molecule,V-ATPase pH,Cardiac RTF inh,Keap1-Nrf2 PPI,HTR5A inv ag,LANA DNA inh,MOR-DOR inv ag,HTR5A ag,cardiac RTF act,OPRM1-OPRD1 ag,CAL PDZ FP
CCC(Oc1ccccc1)C(=O)Nc1ccc(S(=O)(=O)Nc2ncccn2)cc1 (stereo unspecified),3,-13,-1,-5,-2.2,-10,2,9,1.6,-4
O=C(NNC(=O)c1cc2ccccc2cc1O)c1cccs1,9,1,-6,5,1.8,10,-1,0,-1.9,-2
CC(=O)c1ccc(-n2nncc2-c2ccc([N+](=O)[O-])cc2)cc1,3,2,0,-10,0.3,-6,4,-1,1.2,-6
O=C(c1ccc(F)cc1)N1CCOCC1,-1,-2,-2,-7,-0.6,5,-5,5,-0.9,-3
O=C(C(Sc1ccccc1)c1ccccc1)N1CCN(c2ccccc2F)CC1 (stereo unspecified),1,2,3,9,-1.5,11,1,-6,-2.2,-2
O=C(Nc1nnc(CC(=O)N2CCOCC2)s1)c1cccs1,-1,-6,-4,6,-0.6,10,3,2,-1.6,-4
COc1cc(CCC(N)c2cccc(O)c2)cc(OC)c1OC (stereo unspecified),-3,5,0,13,-0.8,19,-3,4,-3.9,-2
O=C1C=C(O)c2cccc(O)c2C1=O,-1,-3,1,3,5.5,-9,2,2,1.8,-2
O=C(CCN1C(=O)/C(=C/C=C/c2ccccc2)SC1=S)Nc1nccs1,-2,-6,-3,-29,0.5,-25,1,-4,4.5,-2
COc1ccc(OC)c(NC(=O)CC2SC(=N)N(c3ccccc3)C2=O)c1 (stereo unspecified),1,-15,-5,5,-0.7,13,-2,0,-2.5,+
CSc1ncccc1C(=O)OCC(=O)N(C)c1c(N)n(Cc2ccccc2)c(=O)[nH]c1=O,1,-2,-4,14,-1.6,13,1,3,-1.9,-3
O=C(Nc1ccccc1)OC1CCC2CC1CCC2OC(=O)Nc1ccccc1 (stereo unspecified),-4,-2,2,3,-0.3,-27,2,22,6.1,32*
O=C(COC(=O)c1ccc(S(=O)(=O)N2CCCC2)cc1)Nc1cccc(F)c1,-2,-1,2,11,1.1,11,-4,-1,-2.6,-1
CCC(C)NC(=O)C1CC(=O)N(CCc2ccc(F)cc2)C1 (stereo unspecified),-2,-2,-1,6,0.6,16,-2,19,-3.5,-3
COC(=O)c1ccc(C2C(Oc3ccc(OC)cc3)C(=O)N2CCc2ccc(F)cc2)cc1 (stereo unspecified),-2,4,-2,-26,-1.4,28,10,-2,-5.0,-2
CN(C)S(=O)(=O)c1ccc(N2CCCC2)c(C(=O)NCc2ccc(Cl)cc2)c1,-5,-14,1,-24,-1.1,8,-3,-5,-1.5,3
COc1ccccc1C(=O)NCC(=O)N/N=C/c1ccncc1,2,-63,-4,-6,0.6,10,1,4,-2.2,2
CCn1c(=O)c(=O)[nH]c2cc(C(=O)NC3CCCc4ccccc43)ccc21 (stereo unspecified),-9,-7,3,-28,0.3,6,8,1,-1.1,-3
O=c1[nH]c(CSc2nnc(Cc3ccccc3)o2)nc2ccccc12,-2,2,0,9,-2.3,13,-3,3,-2.7,9
O=S(=O)(c1cccc(-c2cn3cccnc3n2)c1)N1CCOCC1,1,-6,-8,-6,-0.2,-9,-1,4,1.6,4
COc1ccc(-n2c(=S)[nH]c3cc(C(=O)NCc4cccnc4)ccc3c2=O)c(OC)c1,-2,-14,1,8,-0.3,8,-4,-3,-0.9,6
Cc1cc(C)nc(NNC(=O)c2ccccc2O)n1,0,4,-4,14,-1.0,9,5,6,-1.8,1
CCOC(=O)N1CCC2(CC1)C(C#N)=C(N)OC1=C2C(=O)CC(C)C1 (stereo unspecified),1,6,-4,-4,-0.1,7,-1,9,-1.2,3
CCOC(=O)C1Nc2ccccc2C2c3ccccc3CC12 (stereo unspecified),-3,-7,4,-29,-1.8,-29,4,5,5.1,-4
CCc1ccc(NC(=O)CSc2nnc(CC)c(CC)n2)cc1,-6,-2,-2,9,0.1,0,-3,0,-0.1,-4
O=C(NN1C(=O)NC2(CCCCC2)C1=O)c1ccc(Cl)s1,0,1,1,3,-0.1,14,-1,-10,-2.6,x
Cc1ccc(S(=O)(=O)Nc2cccc3cccnc23)cc1,2,0,-2,11,-0.1,44*,-6,2,-7.3,42*
CCc1nn(CCCC(=O)N2CCN(c3ccc(OC)cc3)CC2)c(=O)c2cc3occc3n12,0,-14,0,17,0.4,2,5,-1,-0.4,-2
COc1ccc(C(=O)COC(=O)C(CC(C)C)N2C(=O)c3ccccc3C2=O)cc1 (stereo unspecified),1,0,-8,9,1.1,7,3,-1,-1.3,-3
Cc1c(C(=O)NC(C)c2ccncc2)oc2ccccc12 (stereo unspecified),1,-5,-2,-10,1.8,12,-2,-1,-2.2,0
COc1ccc(CNC(=O)CN(CC2CCCO2)C(=O)CNS(=O)(=O)c2ccc(C)cc2)cc1 (stereo unspecified),-10,-2,6,20,-1.3,1,3,1,-0.3,-2
NC(Cc1ccc(O)cc1)c1cn([C@@H](CCC(=O)O)C(=O)N2CCNCC2)nn1 (stereo partly specified),1,8,-5,-12,-1.7,8,-3,-2,-1.4,0
CCc1nccn1S(=O)(=O)c1ccc(OC)c(C)c1C,1,-28,-5,7,0.4,-15,-3,13,2.5,-1
Cc1ccc(NC(=O)CN(Cc2ccco2)Cc2ccccc2O)cc1C,-1,2,-1,12,-2.0,-24,-5,5,3.2,13
O=C1OCCN/C1=C\C(=O)c1ccccc1,1,-5,-4,-10,1.5,14,2,3,-2.8,x
O=C(N/N=C/c1c[nH]c2ccc(Br)cc12)c1ccccn1,0,3,1,25,0.4,14,-3,-6,-2.7,x
O=c1c2ccccc2nnn1CSc1nnnn1-c1ccc(O)cc1,7,-22,0,-5,0.1,-2,-3,0,0.5,-3
CCOC(=O)c1oc2ccccc2c1NC(=O)Cc1cccs1,-6,3,2,-8,0.2,-12,-1,-9,2.2,-2
COc1ccc2c(C(=O)NCc3ccc4c(c3)OCO4)c(-c3ccc(S(C)(=O)=O)cc3)sc2c1,-2,-3,-3,-57,0.9,-7,4,6,1.3,1
CC1(C)Cc2ccccc2C(NNC(=O)c2ccncc2)=N1,-4,10,-7,5,1.5,8,1,2,-1.3,-7
N#Cc1c(N)nc(N2CCCC2)c(C#N)c1-c1ccc(Cl)cc1,0,3,-5,-5,0.0,-10,4,2,1.8,-3
COc1ccc(CO/N=C/c2c(C)[nH]c(=O)[nH]c2=O)cc1,-5,-13,-2,-28,-0.7,0,10,1,0.1,-4
O=C(Nc1ccccc1N1CCCC1)C1CCN(S(=O)(=O)c2ccc(F)cc2)CC1,-6,0,2,2,2.3,0,-1,3,0.0,-2
Cc1ccc(N(C(=O)c2snc(C(N)=O)c2N)C(C(=O)NCCC(C)C)c2ccco2)cc1 (stereo unspecified),-3,-5,-1,-10,0.3,-11,4,-3,2.4,0
Cc1nn(CC(=O)O)c(=O)c2ccccc12,1,0,-5,-22,-0.9,17,8,-2,-4.0,-3
O=C(CSc1ccc2nnc(CCNC(=O)c3ccc(F)cc3)n2n1)NCC1CCCO1 (stereo unspecified),2,1,0,0,1.5,9,0,-5,-1.7,-3
c1ccc2[nH]c(CN3CCN(c4ncnc5c4oc4ccccc45)CC3)nc2c1,6,-4,-9,9,-1.1,12,5,0,-2.8,-4
COC(=O)CCCCCN1C(=O)NC(c2ccccc2)C(C(=O)OCc2ccccc2)=C1C (stereo unspecified),-1,-5,-1,-8,2.3,-4,3,4,0.7,-1
O=C(NNC(=O)c1cc(Cl)ccc1O)c1cccc(S(=O)(=O)N2CCOCC2)c1,-6,-6,-2,14,0.8,21,-3,-6,-4.3,4
O=C(O)c1ccccc1CSc1ncn[nH]1,-2,-4,-1,-3,1.8,-4,5,-1,0.7,-2

(next part)
molecule,V-ATPase pH,Cardiac RTF inh,Keap1-Nrf2 PPI,HTR5A inv ag,LANA DNA inh,MOR-DOR inv ag,HTR5A ag,cardiac RTF act,OPRM1-OPRD1 ag,CAL PDZ FP
OC(Cn1nnc2ccccc21)Cn1c(C(F)(F)F)nc2ccccc21 (stereo unspecified),-1,0,-4,-2,-0.3,6,-1,4,-1.5,-5
CCCCN(CCCC)C(=O)/C=C/c1cccc([N+](=O)[O-])c1,2,0,-3,0,1.0,-29,0,-4,5.7,0
COc1ccc(C(NC(=O)CN2C(=O)NC3(CCc4ccccc43)C2=O)c2ccc(OC)cc2)cc1 (stereo unspecified),-1,6,1,8,1.3,20,-3,-11,-3.9,-8
Cc1ccc(C2=CN(Cc3ccccc3)CCC2=O)cc1,-4,-7,-1,7,3.0,-5,-1,6,0.8,-3
COCCN=C1NN=C(c2ccc(C)c([N+](=O)[O-])c2)CS1,1,0,-7,9,0.0,-10,-3,3,1.4,0
CCCS(=O)(=O)N1CCCC(C(=O)NCc2ccco2)C1 (stereo unspecified),0,2,-2,5,1.6,11,-5,-4,-1.8,-2
COc1ccc(C(=O)C2CCCN(C(=O)c3c4c(nn3C)CCCC4)C2)cc1F (stereo unspecified),2,-15,4,-1,-0.1,7,6,1,-1.2,-1
Cc1cccc(-n2c(C)cc(/C=N\NC(=O)c3ccco3)c2C)c1,-4,-8,5,7,-0.1,1,-3,0,-0.2,6
O=C(NCc1ccc2c(c1)OCO2)C1CCC(CNc2c(N3CCCCC3)c(=O)c2=O)CC1 (stereo unspecified),-1,-4,1,-26,0.2,17,9,2,-3.3,x
